Screening data deposited in PubChem by several laboratories.
CAL PDZ FP = blocks peptide binding to human CAL PDZ domain; Q9HD26; purified CAL PDZ, TMR-peptide fluorescence polarization, 1 h; inhibition, % at 20 µM; 330,000 compounds, 0.02% hits;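 active = highest replicate inhibition of at least 40%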;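 also: plate controls were DMSO neutral control wells for no effect and unlabeled competitor peptide control wells for full effect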
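Material: tagged CAL PDZ domain; buffer or medium: 25 mM sodium phosphate pH 7.4, 150 mM NaCl, TCEP, IgG, Thesit; compound dosing: single point, 20 µM; schedule: 1 h incubation at room temperature before polarization reading; measured by: FP readout, S and P plane fluorescence; read-out basis: percent inhibition from loss of millipolarization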
E coli growth = reduces bacterial viability in AddAB counter-screen; AID 449728; inhibition, % at 11.9 µM; 330,000 compounds, 0.27% hits; E. coli V3065 growth, OD600 absorbance, 18 h;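 active = inhibition above the campaign's mean inhibition across all tested compounds plus 3 SD, cut at about 9.9% in these data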;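 also: uninfected addAB+ strain grown without phage in ampicillin broth; 0% = DMSO wells and 100% = ciprofloxacin 0.95 µg/ml wells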
Tat transport = blocks Tat-dependent protein export in E. coli. AID 488895. inhibition, % at 10 µM. 340,000 compounds, 0.036% hits. E. coli MC4100 TorA-mCherry Tat export, fluorescence;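 active = mean replicate inhibition at least 50% and at least half of replicates individually reaching 50%; inconclusive = only one of the two criteria met; inactive = neither criterion met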;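 also: exported cargo escapes ClpAP degradation while cytoplasmic cargo is degraded and loses fluorescence; 0% = median of neutral control wells and 100% = median of NaSCN control wells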
PfHsp90 set2 = reduces growth (ATP signal) of yeast expressing P. falciparum Hsp90; inhibition, % at 9.4 µM; S. cerevisiae expressing PfHsp90, BacTiter-Glo ATP, 48 h; yeast lacking PDR1 and PDR3 efflux regulators; 310,000 compounds, 0.32% hits; AID 504621;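 active = every replicate shows inhibition above about 80%, whatever the replicate mean, limit read from the data; inconclusive = mean inhibition reaches the set limit but some replicate falls short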;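 also: 0% = DMSO neutral controls and 100% = 20 µM radicicol positive controls; yeast relying on Plasmodium falciparum Hsp90 in place of its own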
PvdQ acylase = blocks Pseudomonas aeruginosa PvdQ acylase activity; purified PvdQ acylase, fluorescence plate reader; inhibition, % at 10 µM; 340,000 compounds, 0.063% hits; AID 488965; in the data active = inhibition above about 30%, passing the limit was not always enough; inconclusive = no clear call, values can overlap the other calls;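 also: 0% = vehicle neutral wells and 100% = reference inhibitor wells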
phage Ecoli inh = E. coli growth loss with phage present. AID 651602. growth absorbance. inhibition, % at 11.9 µM. 360,000 compounds, 0.26% hits; in the data active = inhibition above about 11%
Wnt act = activators of Wnt/beta-catenin signaling | Wnt/beta-catenin reporter cell assay, activator, plate reader | activation, % at 9.35 µM | 300,000 compounds, 1.2% hits | AID 743398; in the data active = activation above about 30%, passing the limit was not always enough; inconclusive = no clear call, values can overlap the other calls;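 also: 0% = neutral control wells and 100% = positive control wells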
Rtt109 Vps75 = C. albicans Rtt109 histone acetyltransferase inhibition. purified Rtt109/Vps75, ThioGlo CoA-SH fluorescence, 4 h. 330,000 compounds, 0.16% hits. inhibition, % at 34.9 µM;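 active = inhibition of at least 50% in every replicate; inconclusive = best replicate reaches 50% inhibition but some replicates fall short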
Target sequence (Q5AAJ8 whole entry, looked up): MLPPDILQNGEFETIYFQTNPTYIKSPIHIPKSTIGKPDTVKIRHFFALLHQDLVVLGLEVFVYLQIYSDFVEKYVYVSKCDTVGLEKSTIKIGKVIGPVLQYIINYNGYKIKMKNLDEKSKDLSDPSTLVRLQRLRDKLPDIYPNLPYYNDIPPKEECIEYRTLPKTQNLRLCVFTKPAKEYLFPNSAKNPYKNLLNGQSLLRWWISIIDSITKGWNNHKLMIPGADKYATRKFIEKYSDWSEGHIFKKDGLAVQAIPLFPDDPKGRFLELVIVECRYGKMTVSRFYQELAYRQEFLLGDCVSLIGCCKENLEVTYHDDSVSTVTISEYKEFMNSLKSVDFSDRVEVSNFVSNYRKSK
AddAB inh = less growth of phage-infected E. coli with AddAB. 330,000 compounds, 0.29% hits. E. coli expressing H. pylori AddAB, absorbance growth. inhibition, % at 11.9 µM; in the data active = inhibition above about 12%;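 also: 0% = vehicle wells of infected cells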
DAGLB inh = blocks human DAGLB lipase activity | inhibition, % at 5.17 µM | Q8NCG7 | 340,000 compounds, 0.059% hits | HEK293T DAGLB membrane lysate, EnzChek fluorogenic substrate | AID 504411; in the data active = inhibition above about 34%;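 also: 0% = enzyme with vehicle and 100% = wells lacking enzyme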
Target sequence (Q8NCG7 whole entry, looked up): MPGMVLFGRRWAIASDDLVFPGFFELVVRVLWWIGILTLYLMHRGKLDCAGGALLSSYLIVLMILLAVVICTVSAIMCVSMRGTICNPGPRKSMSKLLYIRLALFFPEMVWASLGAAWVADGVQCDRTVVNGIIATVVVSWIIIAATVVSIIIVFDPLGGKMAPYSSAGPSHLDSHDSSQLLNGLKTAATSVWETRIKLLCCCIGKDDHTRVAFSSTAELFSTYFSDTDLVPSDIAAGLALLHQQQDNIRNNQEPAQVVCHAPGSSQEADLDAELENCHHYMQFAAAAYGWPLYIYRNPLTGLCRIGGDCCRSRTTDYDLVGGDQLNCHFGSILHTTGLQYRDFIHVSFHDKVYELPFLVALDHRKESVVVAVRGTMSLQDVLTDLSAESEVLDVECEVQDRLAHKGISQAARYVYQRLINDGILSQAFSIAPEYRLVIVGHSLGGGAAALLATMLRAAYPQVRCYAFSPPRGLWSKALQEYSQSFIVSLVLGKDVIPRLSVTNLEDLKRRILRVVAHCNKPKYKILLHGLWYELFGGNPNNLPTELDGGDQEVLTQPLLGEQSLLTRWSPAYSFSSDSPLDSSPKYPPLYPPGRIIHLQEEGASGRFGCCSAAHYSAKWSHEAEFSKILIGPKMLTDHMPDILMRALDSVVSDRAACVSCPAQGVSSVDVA
Active calls of the source: *; u = inconclusive; x = not tested or not shown; & = joins results of further samples.

SMILES	CAL PDZ FP	E coli growth	Tat transport	PfHsp90 set2	PvdQ acylase	phage Ecoli inh	Wnt act	Rtt109 Vps75	AddAB inh	DAGLB inh
COC(=O)C1=C(c2cccc(OCc3ccccc3)c2)C[C@@H]2CC[C@H]1N2C(=O)NCc1ccc(C(C)(C)C)cc1	-0.7	2.7	-2.9	-1.1	5.1	3.2	-9.9	-4.5	0.4	-20.2
COc1ccc(/C=C/C(=O)NC(=S)N2C[C@H]3C[C@H](C2)c2cccc(=O)n2C3)cc1	-0.4	1.2	-2.6	4.7	-4.9	4.6	-1.0	-3.1	4.7	-0.7
CN1CCC(N(C)Cc2cccnc2)CC1	-0.5	-1.4	-9.0	6.8	-10.5	-1.4	x	2.5	0.4	-1.5
Cc1ccc(N)c(C(=O)c2ccc(Br)cc2)c1	-1.8	-1.1	4.2	5.6	-8.2	1.2	1.5	x	0.7	-8.6
Nc1ccc(S(=O)(=O)N2CC3CC(C2)c2cccc(=O)n2C3)cc1 (stereo not given)	-0.1	-0.1	15.4	-16.5	-13.7	1.7	-0.6	-1.9	2.5	1.5
Cc1ccccc1N1C(=O)NC(=O)/C(=C\c2cc(Br)c(N3CCOCC3)o2)C1=O	0.2	-0.4	-8.2	9.3	-0.4	3.7	-1.1	-7.2	2.5	1.9
CC1(O)CCC2C3CCC4=CC(=O)CCC4=C3C=CC21C (stereo not given)	-0.7	x	3.4	-13.0	-2.3	1.5	-7.0	0.0	x	-1.8
CN(C)CC1CSCCC1(O)c1ccccc1Cl (stereo not given)	x	0.6	-9.6	8.4	-5.5	-2.2	x	2.0	-0.2	0.3
CC(=NCc1ccco1)c1c(O)n(-c2ccccc2)c(=O)[nH]c1=O	-0.3	1.1	-9.8	-1.4	-7.2	2.3	x	6.9	0.5	0.0
C[C@H]1OC[C@@H](C[N+](C)(C)C)O1	0.4	0.1	13.8	16.4	-14.5	4.4	0.0	10.2	0.5	3.7
ClC1C(Cl)C(Cl)C(Cl)C(Cl)C1Cl (stereo not given)	-1.3&0.0	-0.5&-1.7	11.9&-3.6	8.2&-8.9	-0.7&-1.8	3.0&3.5	-1.4&0.9	2.7&6.9	-0.2&-0.9	-3.0&-9.3
CCOC(=O)c1ccccc1NC(=O)c1c(O)[nH]c(=O)[nH]c1=O	-0.4	2.0	0.6	-5.3	3.1	2.8	4.6	-0.5	4.6	-3.4

The final five entries of the section before come first, to join the parts:
SMILES	CAL PDZ FP	E coli growth	Tat transport	PfHsp90 set2	PvdQ acylase	phage Ecoli inh	Wnt act	Rtt109 Vps75	AddAB inh	DAGLB inh
CN(C)CC1CSCCC1(O)c1ccccc1Cl (stereo not given)	x	0.6	-9.6	8.4	-5.5	-2.2	x	2.0	-0.2	0.3
CC(=NCc1ccco1)c1c(O)n(-c2ccccc2)c(=O)[nH]c1=O	-0.3	1.1	-9.8	-1.4	-7.2	2.3	x	6.9	0.5	0.0
C[C@H]1OC[C@@H](C[N+](C)(C)C)O1	0.4	0.1	13.8	16.4	-14.5	4.4	0.0	10.2	0.5	3.7
ClC1C(Cl)C(Cl)C(Cl)C(Cl)C1Cl (stereo not given)	-1.3&0.0	-0.5&-1.7	11.9&-3.6	8.2&-8.9	-0.7&-1.8	3.0&3.5	-1.4&0.9	2.7&6.9	-0.2&-0.9	-3.0&-9.3
CCOC(=O)c1ccccc1NC(=O)c1c(O)[nH]c(=O)[nH]c1=O	-0.4	2.0	0.6	-5.3	3.1	2.8	4.6	-0.5	4.6	-3.4
ClCCN1CCN(c2ccnc3cc(Cl)ccc23)CC1	-0.1	-1.4	-4.7	-3.2	2.3	1.5	2.3	7.0	2.5	-1.7
COc1ccc(CN2C(=O)NC(=O)/C(=C\c3ccco3)C2=O)cc1	0.1	0.6	11.9	-19.5	-1.6	4.7	-13.2	2.8	5.5	8.3
C[C@]12CCC3C(CC[C@H]4C[C@@H](O)CC[C@]34C)C1C[C@@H](O)[C@H]2O (stereo not given in full)	-1.1	1.5	-10.3	0.0	-8.5	0.8	-0.2	-2.0	-1.4	-0.3
COc1ccc(-n2c(/C=C/c3ccc(O)c(OC)c3)nc3ccccc3c2=O)cc1	-0.4	0.2	5.2	-15.9	3.1	2.5	-0.9	15.4	2.5	-4.9
CCc1ccc(NP(=O)(Oc2ccccc2F)Oc2ccccc2F)cc1	-0.7	0.8	30.9	18.0	-12.2	-1.2	-2.0	3.4	-0.4	-5.0
NCCc1c[nH]c2ccc(C(N)=O)cc12	0.6	-0.6	4.7	-6.4	-2.1	3.0	-2.2	4.1	-3.0	0.9
CCC(=Nc1cc(OC)ccc1OC)c1c(O)[nH]c(=O)[nH]c1=O	-3.0	-2.1	2.2	0.3	-4.3	2.8	x	2.0	0.7	-2.6
O=C1C=CC(=O)C2C1C1(Cl)C(Cl)=C(Cl)C2(Cl)C1(Cl)Cl (stereo not given)	-2.6	x	-6.9	91.9*	-14.4	5.5	-3.0	-4.7	x	1.6
O=c1[nH]c(=O)n(Cc2ccco2)c(O)c1C=NCc1cccs1	x	1.3	-4.4	x	-1.6	0.1	x	1.7	0.7	-2.5
O=[N+]([O-])c1ccc(N2CCNCC2)cc1NCC1CCCO1 (stereo not given)	1.0	1.2	8.4	x	-1.8	0.6	-0.6	-3.2	-0.3	0.1
CC(C)[C@H]1C(=O)N2CCC[C@H]2[C@]2(O)O[C@](NC(=O)[C@@H]3C=C4c5cccc6[nH]cc(c56)C[C@H]4N(C)C3)(C(C)C)C(=O)N12	0.5	0.3	-2.6	-5.1	-7.6	x	x	-11.7	2.6	-2.2
CCN1CCN(S(=O)(=O)c2ccc(Cl)c(C(=O)Nc3ccc(C(=O)N(CC)CC)cc3)c2)CC1	-1.4	-0.3	-1.2	-1.5	-12.3	3.7	8.6	-4.3	4.2	0.5
O=P1(c2ccccc2)Nc2ccccc2N1c1ccccc1 (stereo not given)	1.8	x	1.9	-0.4	-1.6	-0.1	-8.3	4.4	x	-1.1
Cn1c(O)c(C=NCCN2CCOCC2)c(=O)[nH]c1=S	-2.6	0.3	3.8	-3.1	-10.9	0.0	-2.6	-29.5	-2.2	0.0
CCc1ccc(C(=O)C23CN4CN(CN(C4)C2)C3)cc1	0.4	2.7	-6.9	9.6	-8.5	0.8	x	-4.1	-0.3	-0.8
Cc1ccc2c(c1)N(CCC(=O)N1CCC3(CC1)OCCO3)C(=O)CO2	-0.1	2.5	17.0	x	-10.0	0.5	x	-16.0	-0.2	2.8
O=C1/C(=C\c2cccnc2)N2CCC1CC2	-0.9	-1.7	-5.9	-8.4	-2.7	2.5	-7.1	-6.2	1.6	-1.8
CN(C)C1C(=O)C(C(N)=O)=C(O)C2(O)C(=O)C3=C(O)c4c(O)cccc4C(C)(O)C3CC12 (stereo not given)	0.8	94.1*	146.9*	-8.8	-5.3	x	x	-1.8	85.1*	1.4
CCn1cc(CN2CCCC(C(=O)c3sccc3C)C2)cn1 (stereo not given)	-0.6	1.9	1.8	30.1	-8.6	3.0	5.4	-10.3	2.6	0.5
COc1ccc(/C=C/C(=O)NC(=S)N2C[C@H]3C[C@H](C2)c2cccc(=O)n2C3)cc1OC	-0.1	2.0	-6.5	-4.4	-17.2	2.9	-1.5	0.3	2.0	-0.3
c1ccc2c(CCNC3=NCCC3)c[nH]c2c1	0.0	-2.1	-1.3	4.1	-10.0	2.7	-3.5	5.6	0.0	-2.6
c1ccc(CN2CCN(Cc3ccc4ccccc4c3)CC2)cc1	0.3	1.6	3.1	8.7	-8.5	-3.2	-3.0	0.7	4.1	-4.1
[Cl][Pt+2][Cl].[NH-]C1CCCCC1[NH-] (stereo not given)	0.2	-2.3	-4.9	-0.4	-12.0	4.3	-1.9	-13.9	-1.1	-0.8
CN(C)c1ccc(-[n+]2c(-c3ccccc3)cc(-c3ccccc3)cc2-c2ccccc2)cc1	1.2	x	-3.2	-34.5	-13.7	3.6	-10.5	u	x	x
O=C(O)c1ccc(N=Cc2c(O)[nH]c(=O)[nH]c2=O)cc1	0.7	-0.5	-6.8	-12.5	6.4	0.2	2.5	-6.2	-1.1	-1.2
COc1ccccc1-n1c(-c2cccs2)nc2ccccc2c1=O	-3.8	0.9	0.5	1.2	-4.2	3.9	3.0	-2.4	2.2	-0.6
Cn1c(O)c(C(=Nc2ccc(F)cc2)c2ccccc2Cl)c(=O)n(C)c1=O	-1.6	0.7	1.3	106.2*	-0.9	1.2	0.4	-0.4	2.1	-1.8
CCOc1cccc(OCC)c2c(C)[n+](CC3CCCO3)c(C)c1-2 (stereo not given)	-2.1	0.1	-1.6	-12.9	-5.7	x	x	3.7	-0.6	4.0
COc1ccc(-c2nn(CCC#N)cc2C(=O)O)cc1	0.2	-2.0	-0.4	27.9	-1.1	4.6	-1.3	-10.6	0.0	1.3
C[C@]12CC[C@H](O)C[C@H]1CC[C@@H]1[C@@H]2CC[C@]2(C)C(=O)CC[C@@H]12	0.2	-2.2	-4.1	17.9	-16.6	2.6	2.1	4.9	-0.1	-1.8
Cc1nc2c(=O)n(C)c(=O)nc-2n(C)n1	0.3	41.9*	-16.4	7.0	-10.9	41.8*	x	4.5	40.5*	-32.8
CC(=O)c1c(C)n(C2CCCCC2)c2ccc(O)cc12	0.4	0.0	2.7	-2.3	5.1	3.0	-3.6	-0.6	0.2	0.2
COC(=O)C1=C(c2cccc(C#N)c2)C[C@@H]2CC[C@H]1N2C(=O)NCCCOC(C)C	-1.6	1.0	-1.8	x	9.5	0.9	-5.3	4.0	0.5	-3.4
CCOP(=O)(OCC)c1ccc(OP(=O)(c2cccc([N+](=O)[O-])c2)c2cccc([N+](=O)[O-])c2)cc1	-0.9	1.6	3.3	2.7	-1.7	4.1	1.6	5.1	1.5	-2.9

Some of the entries so far, with bars between the fields.
canonical_smiles | CAL PDZ FP | E coli growth | Tat transport | PfHsp90 set2 | PvdQ acylase | phage Ecoli inh | Wnt act | Rtt109 Vps75 | AddAB inh | DAGLB inh
COC(=O)C1=C(c2cccc(C#N)c2)C[C@@H]2CC[C@H]1N2C(=O)NCCCOC(C)C | -1.6 | 1.0 | -1.8 | x | 9.5 | 0.9 | -5.3 | 4.0 | 0.5 | -3.4
CCOP(=O)(OCC)c1ccc(OP(=O)(c2cccc([N+](=O)[O-])c2)c2cccc([N+](=O)[O-])c2)cc1 | -0.9 | 1.6 | 3.3 | 2.7 | -1.7 | 4.1 | 1.6 | 5.1 | 1.5 | -2.9

The list is partial; rates above refer to the full screens.
